Compound activity: PubChem BioAssay, The Scripps Research Institute Molecular Screening Center
DDE Tn7 FP inh: inhibitors of Tn7 peptide binding to fibrin DD(E), primary screen, biochemical, fluorescence polarization, human fibrin, Tn7 probe | Fibrinogen beta chain (Homo sapiens), P02675 | FP displacement of FITC-Tn7 peptide from fibrin DD(E); 0% = median of compound wells per plate | inhibition, % at 8.3 µM | actives 0.13% (n = 370,000) | AID 720508, 2013;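 active means inhibition above the mean of compounds falling within the control limits plus 3 SD of them, cut at about 14% in these data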;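 further: 0% = plate median of compound wells and 100% = 10 µM Aha-Tn7 peptide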
Target sequence (P02675 whole entry, looked up): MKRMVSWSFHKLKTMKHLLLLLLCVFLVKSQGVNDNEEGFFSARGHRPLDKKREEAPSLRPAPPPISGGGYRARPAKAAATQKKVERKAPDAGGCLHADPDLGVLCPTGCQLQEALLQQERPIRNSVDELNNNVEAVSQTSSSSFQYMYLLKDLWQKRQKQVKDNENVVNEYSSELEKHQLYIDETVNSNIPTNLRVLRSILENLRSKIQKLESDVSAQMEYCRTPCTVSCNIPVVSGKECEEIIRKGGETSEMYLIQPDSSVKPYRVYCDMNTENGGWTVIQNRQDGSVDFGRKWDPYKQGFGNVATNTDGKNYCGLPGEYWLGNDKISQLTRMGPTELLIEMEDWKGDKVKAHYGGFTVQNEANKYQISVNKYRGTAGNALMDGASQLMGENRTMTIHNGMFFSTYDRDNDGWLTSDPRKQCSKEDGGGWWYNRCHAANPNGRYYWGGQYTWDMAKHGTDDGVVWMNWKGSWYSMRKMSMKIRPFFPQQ
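Test system: human clot-derived fibrin DD(E) complex / Quantity: 2 µM final DD(E) protein / Incubation: 10 min plus 3 h, room temperature / Measured by: fluorescence polarization / Benchmarks: high control of 10 µM Aha-Tn7 peptide / Replicates: singlicate testing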
Tn6 DDE FP: inhibitors of Tn6 peptide binding to fibrin DD(E), primary screen, biochemical, fluorescence polarization, human fibrin, Tn6 probe; Fibrinogen beta chain (Homo sapiens), P02675; Fibrin DD(E) TRITC-Tn6 fluorescence polarization displacement; inhibition, % at 8.3 µM; actives 0.21% (n = 370,000);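 active means inhibition above a per-campaign cutoff: mean of compounds within control limits plus 3 SD, cut at about 15% in these data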;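 further: 0% = median of all compound wells on the plate and 100% = blocking peptide control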
PLC-beta3 inh: human PLC-beta3 inhibitors, primary screen, biochemical, fluorescence; Purified PLC-beta3, fluorogenic substrate; inhibition, % at 12.2 µM; actives 0.18% (n = 370,000); AID 720704, 2013; in the data active means inhibition above about 11%;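 further: 0% = median of compound wells on plate and 100% = full blocker control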
ARFGAP1 inh: inhibitors of rat ARFGAP1 GAP activity, primary screen, biochemical, fluorescence polarization, GDP tracer | ADP-ribosylation factor GTPase-activating protein 1 (Rattus norvegicus), Q62848 | Arfgap1-stimulated ARF1 GTP hydrolysis, GDP FP detection | inhibition, % at 16.5 µM | actives 0.26% (n = 360,000) | AID 651572, 2012;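 active means inhibition above a per-plate limit, mean inhibition of low control wells plus 3 SD, cut at about 25% in these data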;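 further: 0% = DMSO wells with enzyme and 100% = wells lacking Arfgap1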
Target sequence (Q62848 1-136 limits assumed): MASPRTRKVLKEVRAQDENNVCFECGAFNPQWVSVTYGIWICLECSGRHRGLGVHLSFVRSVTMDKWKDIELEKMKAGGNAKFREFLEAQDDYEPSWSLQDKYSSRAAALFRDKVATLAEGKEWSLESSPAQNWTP
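Repeats: one replicate per compound; assay system: rat Arfgap1 catalytic domain, aa 1-136; times: enzyme reaction 120 min at 25 °C after 20 min preincubation; detection: FP of antibody-bound GDP Alexa 633 tracer, ex 620/em 688 nm; benchmarks: high control wells lacking Arfgap1, low control full reaction with DMSO; reagent: human ARF1(Δ1-17)-GTP substrate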
ASAP1 inh: inhibitors of human ASAP1 ArfGAP activity, primary screen, biochemical, fluorescence polarization; Arf-GAP with SH3 domain, ANK repeat and PH domain-containing protein 1 (Homo sapiens), …; ASAP1-stimulated ARF1 GTP hydrolysis, GDP FP detection; inhibition, % at 16.5 µM; actives 0.19% (n = 360,000); AID 624377, 2012; in the data active means inhibition above about 25%;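 further: 0% = vehicle with enzyme and substrate and 100% = no enzyme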
Target sequence (Q9ULH1 325-724 limits assumed): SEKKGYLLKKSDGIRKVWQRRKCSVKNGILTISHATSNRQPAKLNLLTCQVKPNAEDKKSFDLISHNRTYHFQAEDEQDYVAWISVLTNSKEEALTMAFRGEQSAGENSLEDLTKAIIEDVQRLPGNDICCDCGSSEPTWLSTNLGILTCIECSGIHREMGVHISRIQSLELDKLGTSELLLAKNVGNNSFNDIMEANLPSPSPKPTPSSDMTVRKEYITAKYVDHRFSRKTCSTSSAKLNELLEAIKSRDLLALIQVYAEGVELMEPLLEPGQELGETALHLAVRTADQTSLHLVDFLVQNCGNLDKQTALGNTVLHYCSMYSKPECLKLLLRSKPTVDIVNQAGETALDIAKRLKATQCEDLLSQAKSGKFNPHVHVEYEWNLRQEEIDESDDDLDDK
MBD2 DNA inh: inhibitors of MBD2 binding to methylated DNA, primary screen, biochemical, TR-FRET, DNA-binding domain, human. inhibition, % at 4.4 µM. MBD2 binding to methylated oligonucleotide. Methyl-CpG-binding domain protein 2 (Homo sapiens), Q9UBB5. actives 0.31% (n = 370,000); in the data active means inhibition above about 13%
PLC-gamma1 inh: PLC-gamma1 enzyme inhibitors, primary screen, biochemical, fluorescence, purified enzyme | 1-phosphatidylinositol 4,5-bisphosphate phosphodiesterase gamma-1 (Homo sapiens), P19174 | fluorogenic substrate | inhibition, % at 12.2 µM | actives 0.84% (n = 370,000) | AID 720700, 2013; in the data active means inhibition above about 9.5%
UHRF1 binding: UHRF1 methylated DNA binding inhibitors, primary screen, counter-screen for MBD2 inhibitor project, biochemical, TR-FRET, human UHRF1, single concentration; actives 0.75% (n = 370,000); inhibition, % at 4.4 µM; E3 ubiquitin-protein ligase UHRF1 (Homo sapiens), Q96T88; UHRF1 binding to methylated oligo; in the data active means inhibition above about 21%;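 further: UHRF1 SRA domain binding a hemimethylated CpG hairpin DNA probe; 0% = median of test compound wells and 100% = reference inhibitor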
ADAM17 inh: ADAM17 inhibitors, primary screen, biochemical, QFRET; recombinant ADAM17, EDANS/DABCYL FRET peptide cleavage; inhibition, % at 6.95 µM; actives 0.83% (n = 370,000);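 active means inhibition above the mean of compounds lying between control limits plus 3 SD, set per campaign, cut at about 8.5% in these data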;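 further: 0% = DMSO-only wells as the low control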
KLK7 zymogen act: proKLK7 zymogen activators, primary screen, biochemical, fluorescence intensity | AID 652039, 2013 | actives 0.9% (n = 370,000) | purified proKLK7, EDANS-DABCYL substrate fluorescence; 100% is mature enzyme control, 0% vehicle | activation, % at 7 µM | Kallikrein-7 (Homo sapiens), P49862;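 active means activation above the mean of all tested compounds plus 3 SD, computed per campaign excluding outliers beyond control limits, cut at about 13% in these data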
Active calls of the source: *; i = inactive; . = not tested or not shown.

SMILES | DDE Tn7 FP inh | Tn6 DDE FP | PLC-beta3 inh | ARFGAP1 inh | ASAP1 inh | MBD2 DNA inh | PLC-gamma1 inh | UHRF1 binding | ADAM17 inh | KLK7 zymogen act
CCOc1cc(/C=N\NC(=O)C2C(=O)NCC2c2ccccc2)ccc1OC (configuration not stated) | -11.2 | -9.6 | 2.8 | 15.9 | 1.0 | -6.1 | 8.5 | -2.9 | 0.6 | -0.2
O=C(OCC(=O)N1CCCC1)c1ccc(OC(F)(F)F)cc1 | -4.1 | -7.8 | 3.0 | 25.0* | 20.4 | -1.0 | 1.8 | 2.5 | 3.0 | -0.1
Nc1ccn(CC(=O)NCc2ccc3[nH]ccc3c2)c(=O)n1 | 0.5 | 0.8 | -0.8 | -3.4 | -17.1 | -5.5 | -4.1 | -0.3 | 1.8 | 0.2
COc1ccc(C(=O)NC2CCN(S(=O)(=O)c3ccccc3)CC2)cc1 | 7.6 | 5.1 | 1.8 | 6.7 | 9.4 | -4.6 | 4.5 | 2.0 | 2.9 | -0.2
O=C(COc1ccc([N+](=O)[O-])cc1)Nc1cccc2nsnc12 | 7.2 | 4.9 | -59.2 | 6.8 | 7.4 | 2.4 | -28.6 | 1.3 | -0.8 | -0.6
Cc1ccnc2nc(C(=O)Nc3ccc(S(=O)(=O)N4CCCC4)cc3)nn12 | 4.3 | 6.3 | -6.9 | -6.6 | 7.8 | -0.2 | -2.3 | -4.0 | -3.0 | 0.3
Cc1cc(C)c(OCC(=O)OCC(=O)N2CCCc3ccccc32)c(C)c1 | -6.3 | -4.6 | 0.4 | -2.0 | 5.3 | -1.1 | -1.4 | -1.8 | 7.3 | -0.2
CC(=O)Nc1ccc(S(=O)(=O)n2nc(-c3ccc(C)cc3)nc2N)cc1 | 14.0* | -4.5 | -2.7 | -11.9 | -3.5 | 2.2 | -0.4 | -0.4 | -3.7 | 0.9
CC(C)(C)Nc1nc(N2CCCC2)nc(N2CCCC2)n1 | -3.0 | -3.0 | 1.9 | -10.6 | -3.1 | 2.6 | 4.8 | 1.8 | 3.3 | -0.9
CCCCNS(=O)(=O)c1ccc(OC)cc1 | -3.0 | 7.1 | 5.0 | -11.5 | 3.7 | 7.7 | 1.4 | 3.3 | -2.4 | -0.8
CC(Nc1nc(-c2ccc(F)cc2)cs1)c1nc2cc(Cl)c(N3CCCCC3)cc2n1CCCO (configuration not stated) | 2.0 | 0.3 | -61.2 | -1.3 | 23.2 | -5.3 | -36.1 | 7.0 | 3.6 | 0.6
C=CCn1c(Cc2cccs2)nnc1SCC(=O)Nc1ccc(OCc2ccccc2)cc1 | 9.4 | -2.1 | -1.9 | . | . | 0.9 | -0.4 | -1.6 | 7.6 | -0.3

Just ADAM17 inh, for 2 of the compounds above:
Compound,ADAM17 inh
CCOc1cc(/C=N\NC(=O)C2C(=O)NCC2c2ccccc2)ccc1OC (configuration not stated),0.6
O=C(OCC(=O)N1CCCC1)c1ccc(OC(F)(F)F)cc1,3.0

Next part.
SMILES | DDE Tn7 FP inh | Tn6 DDE FP | PLC-beta3 inh | ARFGAP1 inh | ASAP1 inh | MBD2 DNA inh | PLC-gamma1 inh | UHRF1 binding | ADAM17 inh | KLK7 zymogen act
CC(C)CNC(=O)COC(=O)CNC(=O)c1cc(Cl)cc([N+](=O)[O-])c1 | 5.4 | 12.9 | -3.2 | 0.6 | 9.4 | 4.2 | -1.0 | 4.8 | -1.2 | 0.4
CS(=O)(=O)c1ccc2nc(NC(=O)c3ccc(Cl)cc3)sc2c1 | 2.2 | -2.3 | -14.5 | -3.8 | 10.0 | -0.2 | -7.3 | 1.4 | 1.7 | 0.1
CSc1ccccc1NC(=O)c1cc(C)on1 | 4.3 | -0.9 | 1.6 | -0.1 | -5.6 | -0.8 | -1.0 | 0.0 | -3.5 | 0.4
COC(=O)Nc1ccc(S(=O)(=O)N2CCCc3cccc(O)c32)cc1 | 3.8 | 4.8 | -0.9 | 12.1 | 7.9 | 3.8 | 1.8 | -0.9 | 1.2 | 0.2
CC(=O)c1ccc(NC(=O)c2cc(Cl)nc3ccccc23)cc1 | -2.3 | 1.2 | -10.7 | 8.2 | 0.6 | -1.3 | -7.4 | 0.9 | -0.8 | 0.2
COC(=O)/C(C#N)=C/c1c(N2CCCCCC2)nc2c(C)cccn2c1=O | 2.7 | -0.5 | -3.6 | -7.9 | 1.5 | -0.6 | -1.9 | 2.5 | -3.9 | -0.7
Cc1cc(=O)n2cn[nH]c2n1 | 0.9 | 0.2 | 1.5 | -3.0 | 1.4 | 2.3 | 1.4 | -2.7 | -2.0 | -0.4
CN(C)CCCNc1oc(-c2ccc(Cl)cc2)nc1C#N | -5.6 | 1.6 | i | 2.8 | 0.3 | -1.1 | i | -2.7 | -247.1 | 34.3*
CCN(c1ccc(NC(=O)COC(=O)C(C)N=C2NS(=O)(=O)c3ccccc32)cc1)C(C)C (configuration not stated) | 2.8 | 0.0 | -4.8 | 14.0 | 3.9 | -2.5 | 2.1 | -0.9 | -1.2 | 0.1
O=C(Cn1c(=O)n(CCCC(=O)NC2CCCC2)c(=O)c2ccccc21)NCCC1=CCCCC1 | -5.5 | -0.3 | -6.4 | 5.2 | 17.0 | 6.0 | -1.2 | 0.4 | -4.2 | 0.6
O=C(CN1C(=O)NC2(CCOc3ccccc32)C1=O)c1cccs1 (configuration not stated) | -0.6 | -5.5 | 5.8 | 6.9 | 2.8 | 0.9 | 9.4 | 1.3 | 3.2 | 0.0
COCC(=O)Nc1nnc(SCC(=O)N2C(C)CCCC2C)s1 (configuration not stated) | -7.2 | 0.0 | 5.8 | -1.9 | 4.5 | -0.1 | 8.6 | 6.2 | 2.6 | -0.3
CCOC(=O)C1=C(C)NC(=O)NC1c1c(C)nn(-c2ccccc2)c1Cl (configuration not stated) | 0.3 | -8.1 | -0.9 | -16.4 | -8.8 | 9.6 | 1.8 | 12.5 | 0.1 | 0.5
CC(C(=O)O)N(c1ccccc1Cl)S(C)(=O)=O (configuration not stated) | -1.8 | 1.0 | 3.0 | 15.0 | 8.7 | -0.4 | 0.4 | 9.8 | -0.7 | -0.9
Cc1ccc(C(=O)Nc2sc(Cc3ccc4c(c3)OCO4)c(C)c2C(N)=O)cc1 | -6.5 | 0.1 | -137.1 | -3.5 | 18.3 | -1.9 | -107.8 | 3.4 | -1.7 | -2.9
O=S1(=O)N[C@@H](Cc2ccccc2)COc2cccc(N3CCN(Cc4ccccc4F)CC3)c21 | -6.9 | -6.3 | 3.5 | 8.8 | 4.4 | -1.9 | 6.0 | -1.5 | 3.1 | 0.2
O=S1(=O)N=C2CCCCCN2C(c2ccccc2)N1 (configuration not stated) | 4.3 | 0.8 | -2.0 | -4.3 | -3.0 | 0.1 | 2.6 | -1.4 | -2.6 | -0.2
Cc1ccc(N)cc1CN1CCCC1=O | -0.2 | -1.6 | -0.1 | 7.0 | -5.9 | 0.8 | 3.5 | -3.0 | -2.2 | 0.5
Cc1cccc(NC(=O)N2CCC(n3nnc4cc(C)ccc43)CC2)c1 | 7.3 | -3.6 | -1.0 | 1.6 | 0.5 | -0.6 | 1.5 | 0.7 | -2.4 | -0.4
Cc1cccc(C)c1N1C(=O)C2ON(c3ccccc3)C(c3ccncc3)C2C1=O (configuration not stated) | -0.6 | -2.9 | 1.3 | 10.4 | 2.1 | 0.0 | -1.4 | 3.8 | 4.4 | -0.4
CC(C)(C)c1ccc(OCCC(=O)Nc2cccc(S(=O)(=O)N3CCOCC3)c2)cc1 | -5.2 | -5.9 | 5.3 | -5.8 | 3.5 | 3.5 | 0.9 | 4.7 | 14.9* | 0.2
CCOc1ccccc1-n1nnnc1SCC(=O)Nc1cc2oc3ccccc3c2cc1OC | -0.6 | -3.4 | 1.2 | -2.3 | 7.5 | 1.4 | 1.6 | -0.6 | -0.7 | -0.1
O=C(NCc1nnc2c(C(F)(F)F)cc(Cl)cn12)c1ccco1 | -0.2 | -7.3 | -4.2 | -5.6 | 4.9 | -3.2 | 3.7 | 1.8 | 5.8 | 0.1
Cc1ccc(NCC2(N=Cc3ccccc3)OC(CO)C(O)C2O)cc1 (configuration not stated) | -6.6 | 2.3 | -14.4 | 5.9 | -2.8 | -1.8 | -8.6 | 2.6 | -2.5 | -0.6

By substructure: the entries above containing a cyano group
SMILES | DDE Tn7 FP inh | Tn6 DDE FP | PLC-beta3 inh | ARFGAP1 inh | ASAP1 inh | MBD2 DNA inh | PLC-gamma1 inh | UHRF1 binding | ADAM17 inh | KLK7 zymogen act
COC(=O)/C(C#N)=C/c1c(N2CCCCCC2)nc2c(C)cccn2c1=O | 2.7 | -0.5 | -3.6 | -7.9 | 1.5 | -0.6 | -1.9 | 2.5 | -3.9 | -0.7
CN(C)CCCNc1oc(-c2ccc(Cl)cc2)nc1C#N | -5.6 | 1.6 | i | 2.8 | 0.3 | -1.1 | i | -2.7 | -247.1 | 34.3*

Following part
SMILES | DDE Tn7 FP inh | Tn6 DDE FP | PLC-beta3 inh | ARFGAP1 inh | ASAP1 inh | MBD2 DNA inh | PLC-gamma1 inh | UHRF1 binding | ADAM17 inh | KLK7 zymogen act
O=C(OCC(=O)N1CCCC1=O)c1nc(Cl)c(Cl)c(Cl)c1Cl | 0.3 | 1.9 | -8.8 | -4.1 | 5.2 | -1.6 | -0.3 | -1.8 | -0.7 | 0.3
O=c1oc(/C=C/c2ccco2)nc2sc3c(c12)CCC3 | -4.3 | -6.6 | -20.1 | -4.8 | 5.5 | 12.1 | -10.4 | 40.1* | -3.5 | -0.5
C[C@H]1COC(=O)[C@@H](NC(=O)OCC2c3ccccc3-c3ccccc32)C/C=C\C[C@H](CC(=O)NCCO)C(=O)N1 | 5.9 | 2.6 | -3.2 | -3.1 | 9.7 | 1.6 | -2.2 | -0.5 | -7.5 | 0.5
CN(CC(=O)Nc1cccc(F)c1)C(=O)c1cc([N+](=O)[O-])ccc1N1CCCCC1 | -6.1 | 11.8 | 0.5 | -1.3 | 12.2 | 0.6 | 0.7 | -2.3 | -0.4 | 0.3
CC1(C)CC(=O)C(C=NC2CCCCC2)=C(O)C1 | -2.0 | 0.5 | 3.7 | 9.0 | -6.5 | -5.8 | 2.8 | -0.8 | 1.9 | -0.1
Cc1ccc(CN2CC(C(=O)Nc3ccc4c(C)cc(=O)oc4c3)CC2=O)cc1 (configuration not stated) | -4.0 | -2.3 | -157.1 | 9.1 | 14.8 | -0.6 | -114.2 | -1.2 | -215.0 | 8.0
